# MKP-3 inhibition: MKP-3 phosphatase inhibitors, primary screen, biochemical, rat enzyme, in vitro (AID 425). recombinant MKP-3 phosphatase activity, fluorescence; higher % means a stronger effect. inhibition, % at 20 µM; hits with a dose series show IC50 in µM. 110,000 tested, 0.17% active; in the data active = inhibition above about 50%;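 note: plate controls were vehicle for no effect and reference inhibitor for full effect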
# Hsp70 inhibitors: Hsp70 inhibitors, probe displacement, primary screen, biochemical, fluorescence polarization (AID 583); Hsp70 fluorescence polarization probe displacement, mP; higher % means a stronger effect; displacement, % at 20 µM, or IC50 in µM where a hit was titrated; 140,000 tested, 0.06% active; in the data active = displacement above about 50%;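 note: plate controls were vehicle for no effect and reference ligand for full effect; a part of the inactive calls stands beside numbers as strong as those of hits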
# Starred values were filed as active, the others as inactive; x = no result given; & = joins results of further samples. The list is partial; rates above refer to the full screens.
(1) COc1ccc(OC)c(NC(=O)CN(c2ccccc2)S(=O)(=O)c2ccccc2[N+](=O)[O-])c1
(2) Cc1ccc(C(=O)O/N=C(/c2nonc2N)N2CCOCC2)cc1
(3) C/C(=N\N1CCN(c2ccccc2)CC1)c1ccc(F)cc1
(4) CCOCCCNC(=O)C1CCC(=O)N1CCc1ccccc1 (configuration not stated)
(5) CCOc1ccccc1NS(=O)(=O)c1ccc(OC)c(OC)c1
(6) COc1ccccc1N1CCN(C2=CC(=O)CCC2)CC1
(7) COc1cc(NC(=O)COC(=O)c2nc3nc(C)cc(C)n3n2)cc(OC)c1
(8) COc1cccc2cc(C(=O)C3=C(O)C(=O)N(Cc4ccco4)C3c3cccnc3)oc12 (configuration not stated)

Assay by compound	1	2	3	4	5	6	7	8
MKP-3 inhibition	-4.4%	-0.6%	1.4%	-3.6%	4.4%&4.6%	1.2%	x	-4.1%
Hsp70 inhibitors	4.7%	-0.9%	-7.3%	5.9%	-1.3%&2.9%	5.9%	1.4%	-0.8%

# An excerpt of these results, with values ahead of the structure:
no.	MKP-3 inhibition	Hsp70 inhibitors	Molecule
6	1.2%	5.9%	COc1ccccc1N1CCN(C2=CC(=O)CCC2)CC1
3	1.4%	-7.3%	C/C(=N\N1CCN(c2ccccc2)CC1)c1ccc(F)cc1
4	-3.6%	5.9%	CCOCCCNC(=O)C1CCC(=O)N1CCc1ccccc1 (configuration not stated)
5	4.4%&4.6%	-1.3%&2.9%	CCOc1ccccc1NS(=O)(=O)c1ccc(OC)c(OC)c1

# (listing goes on)
(9) CCOC(=O)NCCc1c(C)nc2c(c(C)nn2C(C)(C)C)c1C
(10) COC(=O)c1cc2sccc2n1CC(=O)Nc1cc(OC)cc(OC)c1
(11) CCCCNC(=O)c1cc2c(=O)n3cccc(C)c3nc2n(Cc2ccccc2)c1=N
(12) Cc1cc(NC(=O)Cn2cnc3c2c(=O)n(C)c(=O)n3C)n(-c2ccccc2)n1
(13) CCC(=O)Nc1ccc(S(=O)(=O)NCC2CCCO2)cc1 (configuration not stated)
(14) CC1CC(CCN)(c2ccccc2)C(C)CN1C (configuration not stated)
(15) O=C(NCCCN1CCN(c2ccccc2F)CC1)C1CCC(=O)N1C1CCCCC1 (configuration not stated)
(16) O=C(CN1C(=O)/C(=C/c2ccccc2Cl)SC1=S)N1CCOCC1

Assay by compound	9	10	11	12	13	14	15	16
MKP-3 inhibition	-1.4%	5.1%	-5.3%	-5.8%	x	3.9%	-1.9%	1.7%
Hsp70 inhibitors	7.0%	3.1%	-1.7%	1.8%	-1.8%	-0.5%	-0.6%	-0.5%

(17) O=C(COc1ccc([N+](=O)[O-])cc1)Nc1cccc(Cl)c1Cl
(18) Cc1ccc2[nH]c3c(=O)n(CCN4CCNCC4)cnc3c2c1
(19) CCOc1ccc(Oc2nc(NCC(C)C)nc(OC)n2)nn1
(20) CC(NC(=O)c1ccccc1)c1nc2ccccc2n1Cc1ccc(C#N)cc1 (configuration not stated)
(21) CN(C)c1ccc(/C=N/NC(=O)CN2CCCCC2)cc1Br
(22) CCOC(=O)c1sc2nc(NC(=O)C(C)(C)C)sc2c1C
(23) Cc1cc(NC(=O)c2noc3c2CCCCC3)nn1Cc1ccc(Cl)cc1
(24) Cc1n[nH]c(C)c1Sc1ccccc1N=Cc1ccc(Cl)cc1Cl

Assay by compound	17	18	19	20	21	22	23	24
MKP-3 inhibition	1.4%	-7.2%	0.5%	0.8%	0.3%	-1.0%	2.9%	-0.5%
Hsp70 inhibitors	2.1%	1.9%	0.2%	-0.5%	-2.7%	-1.8%	-4.4%	-1.5%

(25) COc1ccc(OC)c(NC(=O)C(CC(=O)O)NCc2ccco2)c1 (configuration not stated)
(26) COc1cc(C2C3C(=O)N(c4ccccc4)C(=O)C3ON2c2ccccc2)cc(OC)c1OC (configuration not stated)
(27) CC(=O)Nc1c(C#N)c(C(C)(C)C)cn1C
(28) O=C1NC(=O)N(c2cccc(Br)c2)C(=O)/C1=C/c1ccccc1Cl
(29) O=C(OCC(=O)N1CCCCCC1)c1n[nH]c(=O)c2ccccc12
(30) Cc1ccc(-n2c(CNc3ccc(F)cc3)nnc2SCC(N)=O)cc1
(31) CCOc1ccc(-n2c(SCC(=O)Nc3cc(C)on3)nnc2-c2c[nH]c3ccccc23)cc1
(32) CCSc1nc2cc(C(=O)OC)ccc2c(=O)n1CC

Assay by compound	25	26	27	28	29	30	31	32
MKP-3 inhibition	-0.6%	-10.2%	-9.8%	2.4%	-7.3%	x	x	x
Hsp70 inhibitors	4.9%	-2.4%	-1.7%	-3.0%	3.9%	-2.7%	5.6%	4.1%

(33) CC(C)c1nc(C#N)c(NCCCn2ccnc2)o1
(34) O=C(CSc1nnnn1C1CCCC1)NCc1ccc2c(c1)OCO2
(35) CCC(C)Oc1cccc(OCCCCN2C(=O)NC(C)(C)C2=O)c1 (configuration not stated)
(36) CCC(C(=O)n1nnc2ccccc21)c1ccccc1 (configuration not stated)
(37) COc1cc(NC(=O)c2cc(CC(C)C)on2)c(OC)cc1Cl
(38) c1coc(-c2nn3c(-c4ccco4)nnc3s2)c1
(39) N#C/C(=C\c1ccc[nH]1)Sc1nc2ccccc2s1
(40) CCOC(=O)CSC1=C(C#N)C(c2ccc(C)cc2)C2=C(CCCC2=O)N1 (configuration not stated)

Assay by compound	33	34	35	36	37	38	39	40
MKP-3 inhibition	-0.6%	-2.2%	-0.9%	4.7%	-6.4%	-15.9%	-0.7%	-6.0%
Hsp70 inhibitors	0.1%	-0.6%	-3.1%	-1.4%	1.4%	6.5%	-0.5%	6.5%

(41) Cc1ccc(C)c(-c2nc3ccc(N)cc3[nH]2)c1
(42) Cc1cc(C(=O)COC(=O)Cn2c(C(F)(F)F)nc3ccccc32)c(C)n1Cc1ccco1
(43) COc1cc(C(=O)N2CCN(C3CCC(c4ccccc4)CC3)CC2)cc(OC)c1OC (configuration not stated)
(44) COc1cc(C=C2C(=O)NC(=O)NC2=O)ccc1OCCOc1ccc(C)cc1
(45) Cc1oc(/N=C/c2cccc3ccccc23)c(C#N)c1C
(46) CCOC(=O)c1[nH]c2ccc(F)cc2c1NC(=O)c1cc(OC)c(OC)c(OC)c1
(47) Cc1ccc(NCN2C(=O)C3CC=CCC3C2=O)cc1 (configuration not stated)
(48) COc1ccccc1N1CCN(C(=O)COc2cccc(C)c2)CC1

Assay by compound	41	42	43	44	45	46	47	48
MKP-3 inhibition	8.8%	-5.8%	3.0%	3.8%	4.6%&-0.2%	-6.2%	x	0.8%
Hsp70 inhibitors	-2.8%	3.2%	0.2%	0.0%	8.1%&-4.4%	-1.0%	5.2%	1.8%

(49) Cc1cc2ncn(/N=C/c3cccnc3)c2cc1C
(50) COc1ccc(OC)c(/C=C/C(=O)c2cccc(Br)c2)c1
(51) O=C(Nc1ccccc1)Nc1nnc(-c2ccc(F)cc2)s1
(52) CCOC(=O)c1cc(-c2ccco2)nc2c1c(C)nn2CCC#N
(53) O=C(c1cccc(C(=O)N2CCN(c3ccccc3)CC2)c1)N1CCN(c2ccccc2)CC1
(54) COc1ccc(NC(=O)C2CCCO2)cc1OC (configuration not stated)
(55) C1=CC2CC1CC2CN1CCN(c2ccccc2)CC1 (configuration not stated)
(56) CCOCCOC(=O)c1ccc(NC(=O)c2cccc(Cl)c2)cc1

Assay by compound	49	50	51	52	53	54	55	56
MKP-3 inhibition	-7.4%	7.5%	1.3%	-9.9%	-5.8%	x	-7.2%	0.9%
Hsp70 inhibitors	-5.6%	0.5%	1.0%	-4.7%	1.3%	4.8%	-3.6%	-1.6%

# More results.
# The line under a structure holds: MKP-3 inhibition	Hsp70 inhibitors
57: Cc1ccc(NC(=O)CC2SC3=NCCCN3C2=O)c(C)c1 (configuration not stated)
    8.3%	12.6%
58: CC(=O)Nc1nc2ccccc2n1Cc1ccccc1
    x	-1.7%
59: CCOC(=O)C1=C(C)NC2=C(C(=O)CC(C)(C)C2)C1c1cccc(O)c1 (configuration not stated)
    -1.8%	2.9%
60: COc1ccccc1N1CCN(/N=C\C=C\c2ccccc2)CC1
    5.3%	-2.2%
61: C/C=C/Cn1c(SCc2ccc(Cl)cc2)nc2c1c(=O)[nH]c(=O)n2C
    8.3%	0.0%
62: COc1cccc(C2/C(=C(\O)c3ccc4c(c3)OCO4)C(=O)C(=O)N2CCN(C)C)c1OC (configuration not stated)
    -7.6%	-2.7%
63: CC(=O)NC(Cc1c[nH]c2ccccc12)C(=O)N1CCc2ccccc2C1 (configuration not stated)
    -15.1%	1.2%
64: CN(Cc1ccccc1)c1nc2ccccn2c(=O)c1C=C1SC(=S)N(CCc2ccccc2)C1=O
    3.2%	-0.4%
65: CN1C(=O)/C(=C\c2ccc(N(C)C)cc2)SC1=S
    0.7%	-31.1%
66: COc1ccc(C(=O)N(Cc2ccco2)Cc2cccs2)c(O)c1
    -4.0%	2.7%

# Compound profiles, from the list above:
# Cc1ccc(C(=O)O/N=C(/c2nonc2N)N2CCOCC2)cc1 as listed: MKP-3 inhibition: -0.6%; Hsp70 inhibitors: -0.9%
# Cc1cc2ncn(/N=C/c3cccnc3)c2cc1C as listed: MKP-3 inhibition: -7.4%; Hsp70 inhibitors: -5.6%
# COc1cc(C(=O)N2CCN(C3CCC(c4ccccc4)CC3)CC2)cc(OC)c1OC (configuration not stated) as listed: MKP-3 inhibition: 3.0%; Hsp70 inhibitors: 0.2%

# Following part:
# The line under a structure holds: MKP-3 inhibition	Hsp70 inhibitors
67: CCN(CC(O)COc1ccc(OCC(O)CN(CC)C2CCCCC2)cc1)C1CCCCC1 (configuration not stated)
    x	2.8%
68: CCn1ccc(C(=O)Oc2ccc(Cl)cc2)n1
    x	-4.4%
69: Cc1c(Cl)cccc1NC(=O)c1ccccc1C(=O)O
    2.5%	-0.3%
70: CCSc1nnc(-c2ccc(OC)cc2)c2ccccc12
    3.3%	-2.9%
71: Cc1cccc(C2N(c3ccc(F)cc3)C(=O)C3CCCN32)c1 (configuration not stated)
    -8.4%	1.0%
72: CCN1CCN(C(c2ccccc2)c2nnnn2Cc2ccccc2)CC1 (configuration not stated)
    x	2.9%
73: O=c1nc(NCc2ccccc2Cl)cn[nH]1
    x	-4.8%
74: COc1cccc(-n2c(COc3ccccc3C)nnc2SCC(=O)O)c1
    2.2%	-4.2%
75: CCn1c(N2CCC(C)CC2)nc2c1c(=O)n(C)c(=O)n2C
    6.2%	0.2%
76: Cc1cc(C(=O)NC(C)C23CC4CC(CC(C4)C2)C3)c(C)o1 (configuration not stated)
    5.8%	-3.5%
77: CCC1=NN2C(=N)/C(=C/c3ccc(-c4cccc([N+](=O)[O-])c4)o3)C(=O)N=C2S1
    4.5%	5.6%
78: COc1ccc(/C(O)=C2\C(=O)C(=O)N(CCN(C)C)C2c2cccc(OC)c2OC)cc1 (configuration not stated)
    14.0%	2.7%
79: COc1ccc(C2CC(=O)C3=C(C2)Nc2ccccc2NC3c2ccccc2Br)cc1OC (configuration not stated)
    4.5%	-5.4%
80: CCS(=O)(=O)N1CCC(C(=O)NCc2cccc(OC)c2)CC1
    5.7%	6.8%
81: Cc1cccc(N(CC(O)CN(Cc2ccccc2)Cc2ccccc2)S(=O)(=O)c2ccccc2)c1 (configuration not stated)
    0.9%	-0.8%
82: O=C(CC(O)(c1ccccc1)C(F)(F)C(F)F)c1cccs1 (configuration not stated)
    -15.2%	3.6%
83: COC(=O)C1=C(C)NC(=O)/C1=C\c1ccc(Br)cc1
    15.8%	-4.1%
84: Cn1nc(OC(=O)Nc2ccccc2)cc1C(F)(F)F
    x	2.4%
85: CC1(C)C=C(/C=C/c2ccccc2)NC(=S)N1
    -1.2%	1.6%
86: COc1ccc(Nc2nc(N)nc(CSc3nnc(N)s3)n2)cc1
    x	-3.3%
87: Cc1nc2sc(C(c3cccc(F)c3)N3CCCC(C)C3)c(O)n2n1 (configuration not stated)
    7.4%	-6.8%
88: CCNC(=O)c1cc2c(C)nn(-c3ccccc3)c2s1
    -2.0%	-6.4%
89: COc1ccc(Br)cc1C(=O)Nc1ccc(F)c([N+](=O)[O-])c1
    -2.1%	8.9%
90: COc1cc2cc(CN(Cc3ccc4c(c3)OCO4)C(=O)c3ccco3)c(=O)[nH]c2cc1OC
    x	0.5%
91: CCOC(=O)C1CCN(C(=O)COC(=O)c2ccc(Br)o2)CC1
    -9.9%	20.6%
92: COc1ccccc1NC(=O)c1cc(-c2cccs2)nc2ccccc12
    2.2%	-2.0%
93: CCOC(=O)c1c(C)noc1CP(=O)(c1ccccc1)c1ccccc1
    -14.2%	5.3%
94: Cc1ccnn1CCSCC(=O)O
    x	-3.4%
95: CCCOc1cccc(C(=O)Nc2ccc(F)cc2)c1
    2.2%	0.7%
96: COc1ccc(/C=C/C(=O)Nc2cccc([N+](=O)[O-])c2)cc1Br
    0.2%	0.1%
97: Cc1ccc(C2/C(=C(\O)c3cnn(-c4ccccc4)c3C)C(=O)C(=O)N2CCN(C)C)o1 (configuration not stated)
    -7.1%	-5.1%
98: COc1ccc(-c2cc3nc4c(c(N5CCC6(CC5)OCCO6)n3n2)CCCC4)cc1
    -11.0%	8.9%
99: CCN(CC)c1nc(-c2ccccc2)c2cc(Cl)ccc2n1
    3.6%	0.7%
100: CCc1ccc(CC2S/C(=C(\C#N)C(C)=O)NC2=O)cc1 (configuration not stated)
    x	-0.5%
101: N#Cc1nc(COc2ccccc2Cl)oc1NCc1ccc(F)cc1
    2.5%	3.1%
102: O=C(CCn1nnc2ccccc2c1=O)N[C@H](C(=O)O)c1ccccc1
    0.7%	3.5%
103: O=[N+]([O-])c1cc(/C=N/N2CCN(Cc3ccc(Cl)cc3)CC2)ccc1Cl
    -0.7%	3.4%
104: Cc1ccc2c(c1)c1ncnc(N3CCC4(CC3)OCCO4)c1n2C
    -7.0%	-2.1%
105: COCCN(C(=O)CCCC(=O)Nc1ccccn1)C(C(=O)NC1CCCCC1)c1ccc(C)cc1 (configuration not stated)
    -6.4%	6.7%
106: Cc1cccc(-c2cc3nc4c(c(N5CCCC(O)C5)n3n2)CCC4)c1 (configuration not stated)
    -13.4%	4.9%
107: CC(C)C(=O)Nc1ccc(-c2cnc(-c3ccc(NC(=O)C(C)C)cc3)nc2)cc1
    1.4%	x
108: O=C(Cc1ccccc1)Nc1nc(-c2cccs2)cs1
    -7.8%	1.3%

# From PubChem BioAssay
